# Rat MKP-3 inhibitors: MKP-3 phosphatase inhibitors, primary screen, biochemical, rat enzyme, in vitro (AID 425) | 110,000 compounds, 0.17% hits | one-dose inhibition, % at 20 µM; IC50 in µM for titrated hits | recombinant MKP-3 phosphatase activity, fluorescence; higher % means a stronger effect; in the data active = inhibition above about 50%;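 also: plate controls were vehicle for no effect and reference inhibitor for full effect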
# Hsp70 inhibitors: small molecules displacing fluorescent ligand from Hsp70 – biochemical, fluorescence polarization, primary screen (AID 583) | one-dose displacement, % at 20 µM; IC50 in µM for titrated hits | Hsp70 fluorescence polarization probe displacement, mP; higher % means a stronger effect | 140,000 compounds, 0.06% hits; in the data active = displacement above about 50%;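 also: plate controls were vehicle for no effect and reference ligand for full effect; a part of the inactive calls stands beside numbers as strong as those of hits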
# * hit, by the source's call; · = not tested or not shown; & = joins results of further samples. Only part of the results is shown; the hit share may differ from the screen's.
Hsp70 inhibitors	Rat MKP-3 inhibitors	Compound
-0.2%	1%	CCOC(=O)C1=C(C)N=c2s/c(=C\c3ccc([N+](=O)[O-])cc3)c(=O)n2C1c1ccc(Cl)cc1 (stereo not drawn)
1.3%	1%	C/C(O)=C(\C(=S)NC(=O)c1ccccc1)C(N)=NC(=O)c1ccccc1
2.2%	-2%	O=C(NCc1cn2ccsc2n1)Nc1cccc(Cl)c1
2.8%	-4%	O=C(COC(=O)C1(c2ccccc2)CC1)N1CCN(c2ccc(F)cc2)CC1
2.8%	-1%	O=C(NCc1cccs1)C1CCN(c2nc3ccccc3o2)CC1
-5.6%	·	COc1ccc(C2N(C(=O)c3ccccc3)CCN2C(=O)c2ccc(C)cc2)cc1 (stereo not drawn)
2.9%	·	O=C(NCc1ccco1)c1ccccc1-c1ccc(C(F)(F)F)cc1
-1.2%	2%	O=C(NCCCO)C(=O)NCCc1ccc(Cl)cc1
2.5%	·	Cc1c(NC(=O)C(C)Sc2ccccc2)c(=O)n(-c2ccccc2)n1C (stereo not drawn)
6.9%	-2%	Cc1ccc(NC(=O)C(C)N2C(=O)C3CC=C(Cl)CC3C2=O)cc1 (stereo not drawn)
0.6%	·	O=C(Nc1ccccc1)N1C2CCC1CC(O)(c1cccnc1)C2 (stereo not drawn)
-2.7%	4%	COc1ccc(/C=C2\SC(=O)N(CC(=O)NC(C)(C)C)C2=O)cc1OC
5.1%	-3%	O=S(=O)(Nc1nc2ccccc2nc1NCc1ccccc1)c1ccc(Cl)cc1
4.1%	2%	NC(=O)/C=C/C(=O)Nc1ccc2c(c1)OCO2
-0.8%	3%	COC(=O)c1ccc(C(=O)OC)c(NC(=O)/C=C/c2ccccc2)c1
-2.0%	-8%	O=C(NCc1ccccc1)c1cccc(NC(=O)c2ccco2)c1
0.6%	3%	O=C(c1ccccc1)N(CCN1CCOCC1)C1(C(=O)Nc2ccccc2)CCCCC1
-3.9%	·	CC(C)NC(=O)C(=O)NCCN1CCN(S(=O)(=O)c2ccc(Cl)cc2)CC1
-0.5%	·	Cc1cccc(C)c1-n1c(C)cc(/C=C2\NC(=O)NC2=O)c1C
-2.3%	6%	COC(=O)c1cc(Br)c(=O)n(Cc2ccncc2)c1
-95%	5%	O=C1/C(=C\c2ccc(N3N=C(c4ccccc4)CC3c3ccccc3)cc2)SC(=S)N1C1CCS(=O)(=O)C1 (stereo not drawn)
·	-3%	O=C(NCC(c1cccnc1)N1CCN(c2ccccc2F)CC1)c1cccc(Cl)c1 (stereo not drawn)
-0.8%	4%	CCCOC(=O)c1ccc(NC(=O)c2cc(I)ccc2Cl)cc1
-0.2%	-6%	COc1cc(C)nc(Oc2ccc(OCCOc3ccc(C)cc3)nn2)n1
9.6%	·	Cc1ccccc1OC(=O)C1C(c2ccccc2)C(C(=O)O)C1c1ccccc1 (stereo not drawn)
-3.7%	·	COc1ccc(-n2nc(C(=O)O)c3ccccc3c2=O)cc1
5.0%	·	CCOC(=O)N1CCN(S(=O)(=O)c2cc(-c3nn4c(C)nnc4c4ccccc34)ccc2C)CC1
19%	10%	COc1ccc(N2Cc3cccc(C(=O)N4CCN(C(=O)c5ccco5)CC4)c3C2=O)cc1
4.4%	-11%	COc1cc2c(cc1OC)-c1cc(NC3CCCCCC3)nc(=O)n1CC2
-0.2%	-2%	Clc1ccccc1-c1nn2c(-c3ccccn3)nnc2s1
-1.4%	1%	CN1C(=O)/C(=C/c2ccc(C(=O)O)cc2)SC1=S
3.9%	·	Cc1ccc(C2=NNC(=O)C(c3ccc(Cl)cc3)C2)cc1 (stereo not drawn)
-1.8%	1%	COc1cccc(C2C(C(N)=O)=C(C)Nc3nc(CCCO)nn32)c1OC (stereo not drawn)
0.3%	-7%	O=C(c1ccccc1)N1CCCOC1c1ccccc1 (stereo not drawn)
-2.4%	-3%	O=C(CC1OC(=O)c2ccccc21)NC1CCCCC1 (stereo not drawn)
0.8%	-13%	O=S1(=O)CCC(NCC2CCCO2)C1 (stereo not drawn)
2.6%	-11%	O=C(c1cc2c(=O)oc3ccccc3c2s1)N1CCOCC1
8.4%	·	NC(=O)c1sc2nc3c(c(-c4ccc(Cl)cc4)c2c1N)CCCC3
8.8%	0%	CCN(CC)CCCNC(=O)Cn1ncc2c(=O)oc3ccc(C)cc3c21
-1.1%	·	Cc1ccccc1C(=O)N1CCC(C(=O)O)CC1

# Taken from above.
# NC(=O)c1sc2nc3c(c(-c4ccc(Cl)cc4)c2c1N)CCCC3 in Hsp70 inhibitors = 8.4%
# Cc1ccc(C2=NNC(=O)C(c3ccc(Cl)cc3)C2)cc1 (stereo not drawn) in Hsp70 inhibitors = 3.9%
# O=C(c1ccccc1)N1CCCOC1c1ccccc1 (stereo not drawn) in Rat MKP-3 inhibitors = -7%

# Additional results.
Hsp70 inhibitors	Rat MKP-3 inhibitors	Compound
0.7%	-4%	CCSC1=C(C#N)C(c2ccccc2OC)CC(=O)N1 (stereo not drawn)
3.0%&-3.4%	3%&2%	CN1CCN(C2=C(Cl)C(=O)N(c3cccc(Cl)c3)C2=O)CC1
7.3%	·	CC(C)CCNC(=O)C1CCCN1C(=O)NC1CCCCC1 (stereo not drawn)
13%	-1%	CCOc1cc(C2CC(=O)NC(C)=C2C(=O)OC)cc(Br)c1OC (stereo not drawn)
2.7%	5%	CCCc1cc(C(=O)Nc2cc(C)nn2-c2ccccc2)no1
5.0%	-10%	Cc1ccc2oc(-c3ccc(NC(=O)CC(C)C)cc3)nc2c1
33%	·	COC(=O)C(NC(C)=O)(Nc1nc2c(C)cc(C)cc2s1)C(F)(F)F (stereo not drawn)
1.9%	·	CCCC(=O)Nc1nc(-c2ccc3c(c2)CCN3S(C)(=O)=O)cs1
-14%	-4%	COc1ccc(C(=O)/C=C/Nc2ccc(Br)c(Cl)c2)cc1
2.3%	-1%	CC1(C)Cc2noc(N)c2C(C)(C)N1OC(=O)c1scc2c1OCCO2
1.0%	-1%	N#CC(C#SN)=C1CCCCC1
6.8%	-4%	O=C(Cn1[nH]c(=O)c2ccccc2c1=O)Nc1cccc(-c2nnc3n2CCCCC3)c1
0.0%	1%	Cc1cc(=O)[nH]c(SCC(=O)Nc2ccccc2F)n1
6.3%	-4%	CC(C)Cn1cc(I)c(=O)n(CC(C)C)c1=O
0.2%	1%	CCOC(=O)C(=O)Nc1sc2c(c1C(=O)OCC)CC(C)(C)OC2
-19%	4%	CCN=C1S/C(=C\c2ccc(I)o2)C(=O)N1CC
1.1%	-5%	CCCCOC(=O)Nc1ccc(S(=O)(=O)Nc2nc(C)cc(C)n2)cc1
3.9%	1%	CC(=O)Oc1cc2ccccc2cc1O
0.3%	-6%	CCc1ccc(OCC(=O)Nc2cccc(OC)c2)cc1
2.1%	-7%	O=C(CCn1cccc1)NCCc1ccc(Cl)cc1

# Two entries from above, field by field.
> CCc1ccc(OCC(=O)Nc2cccc(OC)c2)cc1
  Hsp70 inhibitors = 0.3%
  Rat MKP-3 inhibitors = -6%

> O=C(CCn1cccc1)NCCc1ccc(Cl)cc1
  Hsp70 inhibitors = 2.1%
  Rat MKP-3 inhibitors = -7%

# Going on with the list:
Hsp70 inhibitors	Rat MKP-3 inhibitors	Compound
7.0%	-16%	COc1ccc(N2CCN(C(=O)Cc3nn(C)c(=O)c4ccccc34)CC2)cc1
6.7%	1%	CCOC(=O)c1[nH]c(C)c(C(=O)N(C)Cc2ccccc2)c1C
0.1%	2%	O/N=C/c1ccc(OCC(O)Cn2c3ccccc3c3ccccc32)cc1 (stereo not drawn)
0.0%	-5%	O=C(Nc1nnc(COc2ccccc2)s1)c1ccco1
4.6%	0%	O=C(Nc1ccccc1C(=O)Nc1ccccn1)c1ccccc1F
1.9%	·	CCN(CC)CCNC(CC(=O)Nc1ccc(Cl)cc1Cl)C(=O)O (stereo not drawn)
5.0%	2%	CCOc1ccccc1N(CC(=O)Nc1ccc(C)cc1)S(C)(=O)=O
-3.0%	-11%	Cc1ccccc1C(=O)NC1CC(C)(C)NC(C)(C)C1
1.2%	-3%	Cc1oc(-c2ccc(Cl)cc2)nc1CN1CCC(C(=O)NCc2cccnc2)CC1
3.9%	-18%	COC(=O)c1cc(OC)c(OC)cc1NC(=O)C1CCC(=O)N1S(=O)(=O)c1ccc(C)cc1 (stereo not drawn)
3.7%	0%	COc1ccc(CC(=O)OCC(=O)Nc2c(C)n(C)n(-c3ccccc3)c2=O)cc1
2.5%	·	Cc1cc2cc(CNC(=O)CC(C)C)ccc2n1C
3.4%	2%	O=C(Nc1nc2ccccc2n1CCN1CCCCC1)c1ccco1
-2.0%	2%	NC(=O)c1ccccc1NC(=O)c1cc2ccccc2o1
-0.2%	·	CCOC(=O)c1cnc(SCC(=O)Nc2cccc(OC)c2)nc1N
1.0%	4%	O=C(O)c1cccc2c(Br)ccc(C(=O)O)c12
-4.7%	-1%	O=c1nc(-c2ccc(Cl)cc2)c2cc(Cl)ccc2[nH]1
-0.3%	1%	COc1ccc(C2/C(=C(\O)c3ccccc3)C(=O)C(=O)N2c2cccnc2)cc1OC (stereo not drawn)
1.6%	·	CS(=O)(=O)N(CC(N)=O)c1cccc(Br)c1
0.6%	6%	COc1cccc(Cn2c(=S)[nH]c3ccc(N4CCOCC4)cc3c2=O)c1
0.2%	0%	COc1cccc(OC)c1OCCCCN1CCCC1
-3.6%	5%	CCn1c(SCC(=O)c2cccs2)nnc1-c1ccco1
3.7%	-9%	O=C(Nc1ccc2c(c1)C(=O)N(C1CCCCC1)C2=O)C1CCCO1 (stereo not drawn)
6.5%	-3%	OC(COc1c(Cl)cc(Cl)cc1Cl)CN1CCCCC1 (stereo not drawn)
1.4%	-5%	O=C(O)C1CCCCC1C(=O)OCCCCOC(=O)C1CCCCC1C(=O)O (stereo not drawn)
-1.0%	·	Cc1cnc(NC(=O)CSc2ncn(-c3ccccc3)n2)s1
-1.7%	1%	O=C(CC1(O)C(=O)N(Cc2ccccc2)c2ccccc21)c1cccs1 (stereo not drawn)
0.0%	0%	Cc1cccc(C)c1OCC(=O)N/N=C/c1ccc(O)c([N+](=O)[O-])c1
-3.7%	·	O=C(Nc1ccc2oc(-c3cccnc3)nc2c1)c1ccco1
-2.0%	-8%	COc1cc(NS(=O)(=O)c2ccc(NC(=O)COc3ccccc3C)cc2)nc(OC)n1

# The final 5 entries of the section before are carried over, then new ones follow:
Hsp70 inhibitors	Rat MKP-3 inhibitors	Compound
-1.0%	·	Cc1cnc(NC(=O)CSc2ncn(-c3ccccc3)n2)s1
-1.7%	1%	O=C(CC1(O)C(=O)N(Cc2ccccc2)c2ccccc21)c1cccs1 (stereo not drawn)
0.0%	0%	Cc1cccc(C)c1OCC(=O)N/N=C/c1ccc(O)c([N+](=O)[O-])c1
-3.7%	·	O=C(Nc1ccc2oc(-c3cccnc3)nc2c1)c1ccco1
-2.0%	-8%	COc1cc(NS(=O)(=O)c2ccc(NC(=O)COc3ccccc3C)cc2)nc(OC)n1
6.5%	-4%	CC1(C)CC(=O)C2=C(C1)Nc1[nH]n(-c3ccccc3)c(=O)c1C2c1ccc2c(c1)OCO2 (stereo not drawn)
0.0%	-1%	CCOC(=O)c1ccc(Cn2cnc3ccccc3c2=O)cc1
-2.9%	3%	Cc1ccc(N2C(=O)NC(=O)/C(=C\c3ccc(OCc4ccc(C(=O)O)cc4)cc3)C2=O)cc1
4.4%	0%	CCOc1ccccc1NC(=O)COc1ccccc1Cl
0.7%	·	COc1cc(C(=O)NCCCN2CCCC2=O)cc(OC)c1OC
-3.8%	2%	CCOc1cc(C2Nc3ccccc3NC3=C2C(=O)CC(c2ccc(OC)cc2)C3)ccc1OC(C)=O (stereo not drawn)
2.5%	-4%	Cc1c(-c2cccs2)[n+](=O)c2c(n1[O-])CCCCC2
7.4%	5%	Cn1c(=O)cc(OCCCC(=O)NCCCN2CCN(Cc3ccccc3)CC2)c2ccccc21
0.4%	1%	CC1CCC(CCOC(=O)C(C)(C)C)C1(C)C (stereo not drawn)
-1.1%	2%	Cc1cc(-c2nc3ccc(Br)cc3c(=O)o2)ccc1[N+](=O)[O-]
0.9%	-2%	c1cn2cc(-c3ccc4c(c3)OCO4)nc2s1
-1.8%	2%	COc1ccc(CN2CCCC2C(=O)Nc2ccc(OC)c(OC)c2)cc1OC (stereo not drawn)
7.9%	-3%	CS(=O)(=O)N(CC(=O)NCCSCc1c(F)cccc1Cl)c1ccc2c(c1)OCO2
-1.1%	·	CN1CCN(CC(O)COc2ccc(OCC(O)CN3CCN(C)CC3)cc2)CC1 (stereo not drawn)
2.0%	·	CC1CCN(S(=O)(=O)c2cccc(C(=O)NCc3ccco3)c2)CC1
3.2%	·	CCCc1cc(=O)n2[nH]c(-c3ccco3)nc2n1
1.7%	·	O=C(NC1CCCCCCC1)c1ccc(S(=O)(=O)N2CCCC2)cc1
2.3%	-1%	Cc1cc(Br)c2c(c1)c(N=NC(N)=S)c(O)n2C
3.8%	·	CCOC(=O)c1oc2ccc(OC)cc2c1NC(=O)CN1CCN(C)CC1
-3.1%	2%	Cc1cc(Cl)ccc1OC(C)C(=O)NCc1ccco1 (stereo not drawn)
0.6%	-6%	Cc1ccc(N2CC(C(=O)NCC(C)C)CC2=O)cc1 (stereo not drawn)
5.4%	7%	O=C1NC(=S)S/C1=C/c1cccn1-c1cccc([N+](=O)[O-])c1
-10%	-1%	C=CCOc1ccc(/C=C2\SC(=S)N(c3ccc([N+](=O)[O-])cc3)C2=O)cc1OC
-4.9%&2.4%	3%&-1%	O=C(NC12CC3CC(CC(C3)C1)C2)c1cncc(O)c1
-2.8%	-14%	CSCC[C@H](NC(=O)OC(C)(C)C)c1nnc(SCc2cccc(F)c2)o1
3.8%	-2%	COc1ccc2nc(NCCO)[nH]c2c1
-0.3%	-1%	O=C(Nc1ccccc1-c1nnn(CC(=O)N2CCCc3ccccc32)n1)c1ccco1

# Full records, looked up by structure:
# `CSCC[C@H](NC(=O)OC(C)(C)C)c1nnc(SCc2cccc(F)c2)o1` is listed as Hsp70 inhibitors = -2.8%; Rat MKP-3 inhibitors = -14%
# `O=C1NC(=S)S/C1=C/c1cccn1-c1cccc([N+](=O)[O-])c1` is listed as Hsp70 inhibitors = 5.4%; Rat MKP-3 inhibitors = 7%
